Screening results as filed in PubChem BioAssay.
HTRA1 inhibitor: HTRA1 serine protease inhibitors, primary screen, biochemical, fluorescence polarization, HTS; Q92743; recombinant HTRA1, FP-rhodamine activity-based probe; inhibition, % at 5.96 µM; 340,000 compounds, 0.5% hits; in the data active means inhibition above about 36%;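 further: 0% = enzyme with DMSO and 100% = wells lacking enzyme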
Target sequence (Q92743 whole entry, looked up): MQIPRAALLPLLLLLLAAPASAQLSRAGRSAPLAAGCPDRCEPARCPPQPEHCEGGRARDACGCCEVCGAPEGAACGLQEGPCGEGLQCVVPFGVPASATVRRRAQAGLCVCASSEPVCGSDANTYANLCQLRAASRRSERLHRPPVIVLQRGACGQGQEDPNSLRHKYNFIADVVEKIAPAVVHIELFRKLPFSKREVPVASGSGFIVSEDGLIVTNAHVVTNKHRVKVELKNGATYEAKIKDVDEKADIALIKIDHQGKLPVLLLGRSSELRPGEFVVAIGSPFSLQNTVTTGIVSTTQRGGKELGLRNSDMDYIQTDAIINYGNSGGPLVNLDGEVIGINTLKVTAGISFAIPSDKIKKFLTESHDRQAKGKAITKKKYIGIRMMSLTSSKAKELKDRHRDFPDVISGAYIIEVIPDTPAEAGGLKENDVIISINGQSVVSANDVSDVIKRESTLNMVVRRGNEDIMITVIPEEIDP
PRMT1 inh: PRMT1 methyltransferase inhibitors, primary screen, biochemical, fluorescence polarization; Protein arginine N-methyltransferase 1 (Homo sapiens), Q99873; recombinant PRMT1, activity-based probe fluorescence polarization; inhibition, % at 2.79 µM; 370,000 compounds, 1.3% hits; AID 652257, 2013;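 active means inhibition above about 21% made by adding two undisclosed values, limit read from the data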
Target sequence (Q99873 whole entry, looked up): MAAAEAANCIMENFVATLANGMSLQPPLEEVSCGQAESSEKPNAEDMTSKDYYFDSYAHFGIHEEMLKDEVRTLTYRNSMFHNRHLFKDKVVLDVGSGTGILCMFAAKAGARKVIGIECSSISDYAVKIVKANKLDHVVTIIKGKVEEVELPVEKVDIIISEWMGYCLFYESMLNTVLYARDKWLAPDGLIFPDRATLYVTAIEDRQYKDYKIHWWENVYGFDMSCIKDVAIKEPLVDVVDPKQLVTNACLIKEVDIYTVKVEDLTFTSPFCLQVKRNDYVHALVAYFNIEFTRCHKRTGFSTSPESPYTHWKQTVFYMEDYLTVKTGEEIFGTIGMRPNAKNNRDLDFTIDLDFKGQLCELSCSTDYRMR
Rev-erbA mod: modulators of Rev-erb alpha DNA binding, primary screen, biochemical, FITC-DNA, fluorescence polarization, uHTS | Nuclear receptor subfamily 1 group D member 1 (Homo sapiens), P20393 | Rev-erbα–FITC-DNA binding, 90 min | activity, % at 10 µM | 370,000 compounds, 0.79% hits | AID 1259318, 2017;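 active means activity above about 14%, limit read from the data; passing the limit was not always enough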;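 further: 0% = DMSO wells with 35 nM protein and 100% = DMSO wells with 750 nM protein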
MBD2 inh: inhibitors of MBD2 binding to methylated DNA, primary screen, biochemical, TR-FRET, DNA-binding domain, human; MBD2 binding to methylated oligonucleotide; Methyl-CpG-binding domain protein 2 (Homo sapiens), Q9UBB5; inhibition, % at 4.4 µM; 370,000 compounds, 0.31% hits; in the data active means inhibition above about 13%
rCAG RNA binder: binders of r(CAG) RNA repeats, primary screen, biochemical, fluorescence; r(CAG) RNA repeat, TO-PRO-1 dye displacement fluorescence; inhibition, % at 3 µM; 370,000 compounds, 1.3% hits;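 active means inhibition above the plate cutoff, the mean of all test compounds on that plate plus 3 SD, cut at about 35% in these data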;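 further: 0% = DMSO alone and 100% = 100 µM mitoxantrone as full dye displacement; higher means more dye released from RNA so lower well fluorescence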
ABHD4 inh: ABHD4 inhibitors, primary screen, biochemical, fluorescence polarization, mouse. 370,000 compounds, 0.54% hits. inhibition, % at 8.92 µM. AID 720543, 2013. purified mABHD4, FP-Rh probe fluorescence polarization. (Lyso)-N-acylphosphatidylethanolamine lipase (Mus musculus), Q8VD66;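 active means inhibition exceeding the mean over every tested compound plus 3 SD, cut at about 30% in these data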;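 further: 0% = plate median of compound wells and 100% = S159A mutant with DMSO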
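Test system: mouse ABHD4 enzyme, wild type. Reagent: FP-Rh fluorescent activity-based probe, added after compound pre-incubation. Timing: pre-incubation 45 min, probe exposure 60 min, at 25 °C. Technique: FP readout, ex 525 nm / em 598 nm. Benchmarks: high control S159A mutant with DMSO, low control median of compound wells.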
PG9 binder: binders of HIV-1 gp120 antibody PG9, primary screen, biochemical, TR-FRET. HIV-1 gp120 / PG9 antibody interaction. TR-FRET gp120-PG9 antibody binding. inhibition, % at 6.7 µM. 360,000 compounds, 0.43% hits; in the data active means inhibition above about 8.5%
LEDGF integ inh: blockers of LEDGF/p75-dependent integrase strand transfer – biochemical, TR-FRET, high throughput, primary screen; inhibition, % at 3.7 µM; TR-FRET IN-LEDGF/p75 DNA integration, Eu/Cy5; 370,000 compounds, 0.64% hits; HIV-1 integrase (with human LEDGF/p75); AID 743269, 2014;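 active means inhibition above the screen-wide mean plus 3 SD, cut at about 13% in these data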;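 further: signal is the Cy5 over europium emission ratio at 671 and 618 nm; 0% = plate median of compound wells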
TCR-CD3 inh: inhibitors of human TCR-CD3 interaction, primary screen, biochemical, fluorescence, TAMRA-labeled TCR probe | inhibition, % at 9.4 µM | AID 651800, 2012 | 360,000 compounds, 0.37% hits; in the data active means inhibition above about 19%;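 further: recombinant mutant TCR 2C K166C tagged with TAMRA read by polarization; 0% = receptor in buffer alone and 100% = receptor with positive control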
UHRF1 binding: UHRF1 methylated DNA binding inhibitors, primary screen, counter-screen for MBD2 inhibitor project, biochemical, TR-FRET, human UHRF1, single concentration; E3 ubiquitin-protein ligase UHRF1 (Homo sapiens), Q96T88; UHRF1 binding to methylated oligo; inhibition, % at 4.4 µM; 370,000 compounds, 0.75% hits; AID 687016, 2013; in the data active means inhibition above about 21%;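 further: UHRF1 SRA domain binding a hemimethylated CpG hairpin DNA probe; 0% = median of test compound wells and 100% = reference inhibitor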
Numbers without * were called inactive; / = not tested or not shown. Some of the compounds tested, so the mix of outcomes need not match the whole.

cpd	Molecule	HTRA1 inhibitor	PRMT1 inh	Rev-erbA mod	MBD2 inh	rCAG RNA binder	ABHD4 inh	PG9 binder	LEDGF integ inh	TCR-CD3 inh	UHRF1 binding
1	C=CCN(C)C(C#Cc1ccccc1)c1ccccc1C(F)(F)F (stereo unspecified)	/	-0.8	-2.1	1.8	/	4.3	/	-2.8	/	-0.6
2	Cn1c(CCc2ccccc2)nnc1SCC(=O)N1CCOCC1	0.3	-0.7	-4.8	1.0	-4.1	-4.7	-0.3	2.7	6.9	-0.1
3	Cc1nn(-c2ccccc2)c(C)c1/C=N\NC(=O)CSc1nc2ccccc2n1Cc1ccc(Cl)cc1	/	-3.1	-0.9	3.8	8.7	-17.4	/	-1.5	/	-1.2
4	CCOC(=O)c1c(C)oc2c1c(CN1CCN(C(=O)OCC)CC1)c(O)c1ccccc12	-5.8	11.6	5.7	-7.6	10.9	31.3*	-2.3	-5.0	7.3	-8.3
5	CCOc1cc(/C=N/NC(=O)C(=O)NCCCOC(C)C)cc(Br)c1O	3.1	-6.5	-2.0	-7.5	3.8	-4.4	-9.0	3.3	8.5	-1.9
6	Cc1nc(SCC(=O)c2ccccc2)[nH]c(=O)c1Oc1ccc(Cl)cc1	-5.0	0.7	-5.9	-2.4	41.0*	-6.0	0.5	0.2	0.6	-1.9
7	COc1ccc2c(c1)[nH]c1c(=O)n(Cc3ccncc3)cnc12	0.5	2.2	-2.5	0.1	-1.8	-0.5	-1.7	-0.7	7.4	-0.8
8	COc1ccc(N2CC(O)(c3ccc(C)cc3)[N+]3=C2CCCC3)cc1 (stereo unspecified)	-2.3	-5.0	-4.6	-5.0	-2.1	1.3	0.7	3.7	-6.6	2.5
9	CN1Cc2nnn(Cc3ccccc3)c2-c2ccccc2S1(=O)=O	/	1.3	0.1	2.1	0.7	1.8	/	-2.4	/	0.0
10	O=C(Cn1c(NCCCO)nc2ccccc21)c1cccc(Br)c1	-4.2	-3.2	3.9	4.8	2.7	11.1	-0.5	-2.1	5.1	-0.8
11	COc1ccc(-c2csc(NC(=O)CSC(C)C(=O)Nc3cc(C)on3)n2)cc1OC (stereo unspecified)	-1.5	-0.8	0.0	3.0	3.1	1.4	-1.8	2.7	-2.3	-0.4
12	COc1ccc(NC(=O)Cn2nnc(-c3ccccc3NC(=O)c3cccs3)n2)cc1	-4.8	0.3	-5.6	-3.1	8.8	10.5	0.5	0.4	-1.5	6.1
13	CC(C)(C)c1ccc(C(=O)Nc2cc(Cl)c(Br)cc2C(=O)O)cc1	/	-1.7	-8.6	1.8	/	-155.7	/	5.9	/	3.7
14	COc1ccccc1N1CCN(C(=O)C(=O)c2cccc([N+](=O)[O-])c2)CC1	/	1.0	0.3	3.7	1.5	5.7	1.3	0.9	-3.3	-2.5
15	O=C(Nc1ccncc1)Nc1ccccc1Cl	-6.1	-3.0	-3.8	-1.7	-0.5	0.0	0.1	-0.8	6.9	-1.4
16	Cc1nc2ccccc2c2oc(C(=O)NCCCN3CC(C)CC(C)C3)cc12 (stereo unspecified)	-0.2	-0.7	1.4	8.2	-0.4	7.7	-2.0	-3.0	4.5	6.5
17	COc1ccc(/C=N/N2C(=O)c3ccccc3C2=O)cc1	5.7	2.6	3.1	0.9	-2.5	4.6	0.0	-0.7	-7.3	0.6
18	COCCN1C(=O)c2ccc(C(=O)Nc3cccnc3)cc2C1=O	6.8	-0.1	-4.3	6.4	-5.7	6.5	-1.2	0.0	2.0	1.7
19	COCCN(C(=O)c1csnn1)C(C(=O)NC1CCCCC1)c1cccs1 (stereo unspecified)	7.8	1.0	-3.9	-5.6	-3.1	1.0	0.0	2.1	6.0	-0.1
20	COc1ccc(CCNC(=O)c2cc3c(=O)n4cccc(C)c4nc3n(CCCN3CCOCC3)c2=N)cc1	5.4	-1.5	-8.4	-1.2	5.5	-5.5	1.9	2.5	1.5	-3.5
21	O=C(Nc1cccc(Cl)c1)C1CC1c1ccccc1 (stereo unspecified)	0.6	5.6	-0.6	-2.5	-0.9	-15.6	0.2	0.7	-4.6	2.6
22	N#CCCN(C(=O)COC(=O)c1ccc2c(=O)n3c(nc2c1)CCC3)c1ccccc1	7.4	0.5	-0.1	3.4	-5.2	-2.8	2.3	1.3	2.5	-0.7
23	Cc1ccc(S(=O)(=O)Nc2ccc(N=Nc3ccc(O)cc3)cc2)cc1	-5.8	3.3	-1.3	3.7	29.3	-11.7	-0.9	-0.8	-7.7	4.8
24	COC(=O)c1ccccc1-c1ccc(C(c2c(C)[nH][nH]c2=O)c2c(C)[nH][nH]c2=O)o1	3.4	3.1	9.7	-0.1	6.9	8.8	-2.6	11.7	1.8	13.5
25	NC(=S)c1ccc(C(N)=S)o1	-2.0	1.2	-1.3	-8.8	-0.8	-3.6	-1.9	1.6	-0.3	-11.9
26	CC(=O)N1c2ccc(S(=O)(=O)NCCC(=O)Nc3ccc(F)cc3C)cc2CC1C (stereo unspecified)	1.6	3.1	-1.9	-1.2	0.4	5.4	0.6	-0.9	0.6	0.6
27	CN(c1cccc(NC(=O)c2ccc(N(C)S(=O)(=O)c3ccccc3)cc2)c1)S(C)(=O)=O	-8.9	-6.2	4.1	-4.8	-0.9	-8.5	0.0	0.8	0.3	-0.1
28	CCOC(=O)C1CCN(C(=O)C2CCN(c3nc4ccc(OC)cc4s3)CC2)CC1	1.0	-0.2	-4.6	-1.1	-4.0	-5.0	-3.3	-3.1	3.5	-3.0
29	O=C(NCc1ccccc1CN1CCOCC1)c1ccc(-n2cccn2)cc1	2.6	-3.2	3.1	-1.8	1.5	0.0	-2.5	-1.1	-0.5	-2.2
30	COc1cc(/C=N/N2CCN(Cc3ccc(Cl)cc3)CC2)ccc1OC(C)=O	13.8	0.5	-0.9	-1.6	-8.6	0.3	-1.6	2.4	-7.0	7.2

Looked up one by one from above:
cpd	Molecule	HTRA1 inhibitor	PRMT1 inh	Rev-erbA mod	MBD2 inh	rCAG RNA binder	ABHD4 inh	PG9 binder	LEDGF integ inh	TCR-CD3 inh	UHRF1 binding
17	COc1ccc(/C=N/N2C(=O)c3ccccc3C2=O)cc1	5.7	2.6	3.1	0.9	-2.5	4.6	0.0	-0.7	-7.3	0.6
29	O=C(NCc1ccccc1CN1CCOCC1)c1ccc(-n2cccn2)cc1	2.6	-3.2	3.1	-1.8	1.5	0.0	-2.5	-1.1	-0.5	-2.2
2	Cn1c(CCc2ccccc2)nnc1SCC(=O)N1CCOCC1	0.3	-0.7	-4.8	1.0	-4.1	-4.7	-0.3	2.7	6.9	-0.1

(cont.)
cpd	Molecule	HTRA1 inhibitor	PRMT1 inh	Rev-erbA mod	MBD2 inh	rCAG RNA binder	ABHD4 inh	PG9 binder	LEDGF integ inh	TCR-CD3 inh	UHRF1 binding
31	CC(C)(C)NC(=O)c1ccc2c(c1)C(=O)N(C1CCCCC1)C2=O	-3.5	-1.6	1.7	-2.8	-5.7	-1.1	-1.0	1.2	3.6	1.2
32	CC(=O)Nc1ccc(NC(=O)C(C)OC(=O)C2CCC2)cc1 (stereo unspecified)	-0.7	5.2	-1.1	6.5	-6.3	-5.1	-1.5	-3.1	3.4	2.9
33	Cc1nnsc1C(=O)N/N=C/c1ccc(OC(F)(F)F)cc1	1.5	-3.0	-8.6	-6.2	0.4	-3.4	0.0	-4.3	1.1	-1.8
34	NNC(=O)Cn1c(-c2ccccn2)nc2ccccc21	-9.9	-1.5	3.8	3.8	1.4	-12.1	1.3	2.4	-6.8	5.2
35	Nc1ncnc(Sc2ccc(Cl)cc2)c1[N+](=O)[O-]	6.0	3.4	-1.0	-1.6	-0.9	-2.1	-3.2	-1.9	-4.0	-2.2
36	CCOC(=O)Cn1nc(C)c2ccccc2c1=O	-0.1	5.0	4.6	5.5	0.7	-8.4	0.4	-2.4	3.9	2.4
37	COC(=O)c1c(NC(=O)C2SC(=NC3CCCCC3)C(C(N)=O)=C2N)sc2c1CCCC2 (stereo unspecified)	-29.2	0.9	5.4	5.0	10.4	-3.9	-0.6	-0.5	0.3	-2.1
38	CCOC(=O)c1sc(=S)n(C)c1NC(=O)c1ccc(F)cc1	3.7	1.2	0.5	1.7	4.2	0.6	-1.9	2.5	-3.5	0.8
39	COc1ccc(OCCn2cc(C=O)c3ccccc32)cc1	-12.4	-1.6	7.1	-5.3	8.0	-1.0	3.8	-1.2	-4.7	-2.0
40	O=C(CN1CCN(c2ccccn2)CC1)Nc1cccc(Cl)c1Cl	-8.7	-0.7	-2.0	-2.4	-9.5	-1.2	0.3	0.0	5.5	-0.6
41	CCC(=O)N1CCC(NC(=O)Nc2ccc(OC(F)(F)F)cc2)CC1	2.4	0.7	-2.4	-3.9	-5.4	-2.2	-2.5	2.3	5.2	-2.7
42	N=c1c(C(=O)NCc2ccc(F)cc2)cc2c(=O)n3ccccc3nc2n1Cc1cccnc1	-0.8	2.6	-10.0	-5.2	-2.9	1.1	-1.7	-0.8	12.9	-6.2
43	COCCCNC(=O)CCCn1c(=O)c2ccccc2n(Cc2cccc([N+](=O)[O-])c2)c1=O	0.2	2.6	-0.3	11.9	-1.6	7.5	0.3	1.7	3.1	3.3
44	Cc1ccc2cc(CCNC(=O)c3ccc(S(=O)(=O)N4CCOCC4)cc3)c(=O)[nH]c2c1	-2.5	1.3	6.2	-5.1	-0.5	1.4	-1.6	-0.2	3.7	0.1
45	O=C(COC(=O)c1ccc(O)cc1O)NC12CC3CC(CC(C3)C1)C2	7.7	-6.9	-3.0	0.2	0.4	-17.9	-2.1	9.6	0.7	-2.6
46	CC(=C\C(=O)O)/C(=C/c1ccccc1)C(=O)O	1.4	-2.3	-0.3	-1.9	-0.9	-4.9	-0.2	2.4	2.4	-0.4
47	COc1ccc2c(C)c(CC(=O)N3CCN(C(=O)C4COc5ccccc5O4)CC3)c(=O)oc2c1 (stereo unspecified)	-9.4	2.4	-2.4	1.6	-1.5	-4.3	0.7	-2.6	4.8	-1.2
48	Cc1ccc(OCCC(=O)OCC(=O)c2c(N)n(C)c(=O)n(C)c2=O)cc1	-9.7	2.5	2.9	1.6	-6.6	-2.5	-0.2	-2.1	-7.1	1.1
49	CCOC(=O)N1CCC(NC(=O)c2cc(S(=O)(=O)N3CCCC3)cn2C)CC1	-1.4	-2.7	0.4	6.1	2.4	-1.4	-0.5	3.6	0.9	20.2
50	Cc1ccc(S(=O)(=O)NCCCNS(=O)(=O)c2ccccc2)cc1	-0.4	2.1	2.8	2.1	-1.8	2.6	0.1	2.4	-12.8	2.7
51	NC(=O)c1nc(N2CCOCC2)nc(N2CCOCC2)n1	2.4	-3.1	-1.3	-1.8	1.1	-4.8	-1.6	1.2	-4.0	37.1*
52	Cc1cc(C)c(-c2cc(C(F)(F)F)no2)c(=O)[nH]1	5.6	-3.5	9.6	-3.4	-1.7	-0.7	-1.2	2.8	2.2	-2.7
